# TRHR enhancer – qHTS for Small Molecule Agonists and Allosteric Enhancers of Human TRH Receptor: Primary Screen for Enhancers. Thyrotropin-releasing hormone receptor (Homo sapiens), P34981. TRHR cells, fluo-8 calcium fluorescence, EC20 TRH enhancement. enhancement, % at 2 µM. 360,000 compounds, 0.66% hits; in the data active = enhancement above about 30%; also: 0% is about no effect
# Target sequence (P34981 whole entry, looked up): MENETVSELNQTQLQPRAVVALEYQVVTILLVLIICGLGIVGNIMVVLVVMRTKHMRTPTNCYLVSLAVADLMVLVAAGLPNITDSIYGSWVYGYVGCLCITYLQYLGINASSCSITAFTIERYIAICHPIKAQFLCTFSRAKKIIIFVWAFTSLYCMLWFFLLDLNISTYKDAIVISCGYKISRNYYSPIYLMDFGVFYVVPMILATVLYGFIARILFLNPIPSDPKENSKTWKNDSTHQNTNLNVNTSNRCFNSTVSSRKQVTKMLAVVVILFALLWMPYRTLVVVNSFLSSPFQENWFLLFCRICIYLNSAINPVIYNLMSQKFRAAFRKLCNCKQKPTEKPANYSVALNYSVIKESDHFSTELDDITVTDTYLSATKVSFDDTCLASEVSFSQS
#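 Enhancer read-out: after compound pinning and an initial kinetic agonist-mode read, an EC20 of TRH (10 nM final) was injected and fluo-8 calcium signal (Ex 480/Em 530) followed at 1 s/cycle for 100 cycles in TRHR-expressing cells.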
# Pin1 inh – qHTS Assay to Find Inhibitors of Pin1; Pin1 FP peptide displacement, HiFluor488, 10 min; Potency, µM (titrated, usually from 115 µM), for the others: at the highest dose activity, negative = inhibition, most hits filed as inhibitors; 390,000 compounds, 0.009% hits; AID 504891, 2011; active = well fitted inhibition curve with a large enough effect in the polarisation, with a control signal flat, not every such curve was filed as active; inconclusive = small, poorly fitted or top-dose-only effect, or effect the other way, or a change in a side signal; inactive = no such curve, though single readings can be large or run the other way; the % refers to the polarisation; also: potency is read from the fitted curve at half-maximal effect; % is scaled to controls: 0 for no effect and ±100 for the full control effect
# Target sequence (Q13526 whole entry, looked up): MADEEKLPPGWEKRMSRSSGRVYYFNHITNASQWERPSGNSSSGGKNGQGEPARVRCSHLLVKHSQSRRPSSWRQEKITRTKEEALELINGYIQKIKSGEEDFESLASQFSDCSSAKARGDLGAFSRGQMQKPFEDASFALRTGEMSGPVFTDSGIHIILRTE
# TrxR1 inh – qHTS Assay for Inhibitors of Mammalian Selenoprotein Thioredoxin Reductase 1 (TrxR1): qHTS; Potency, µM (doses to about 114 µM), for inactives: top-dose activity change, negative = inhibition, most hits filed as inhibitors; 390,000 compounds, 1% hits; recombinant rTrxR1, NADPH fluorescence consumption, selenite substrate; active = well fitted inhibition curve with a large enough effect; inconclusive = small, poorly fitted or top-dose-only effect; inactive = no such curve, though single readings can be large or run the other way; also: potency is read from the fitted curve at half-maximal effect; % is scaled to controls: 0 for no effect and ±100 for the full control effect; nearly all actives have a fitted effect of over 65% in size
# Target sequence (O89049 whole entry, looked up): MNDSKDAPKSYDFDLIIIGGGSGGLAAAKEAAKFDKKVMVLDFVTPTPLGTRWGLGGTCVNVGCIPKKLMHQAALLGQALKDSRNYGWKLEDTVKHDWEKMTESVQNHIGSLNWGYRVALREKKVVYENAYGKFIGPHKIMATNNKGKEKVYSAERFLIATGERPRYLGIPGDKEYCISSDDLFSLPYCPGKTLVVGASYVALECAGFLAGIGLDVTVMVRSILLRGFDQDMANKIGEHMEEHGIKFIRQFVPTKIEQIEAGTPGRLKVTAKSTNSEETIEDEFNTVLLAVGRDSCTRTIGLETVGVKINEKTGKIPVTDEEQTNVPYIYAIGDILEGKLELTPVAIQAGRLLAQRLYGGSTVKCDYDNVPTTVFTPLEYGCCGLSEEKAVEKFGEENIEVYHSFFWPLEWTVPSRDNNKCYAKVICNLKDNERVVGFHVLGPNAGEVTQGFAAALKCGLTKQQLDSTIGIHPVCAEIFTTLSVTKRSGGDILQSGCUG
#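 Rat TrxR1 (90 nM in the dispensed reagent) was pre-reduced with 400 uM NADPH for 5 min at room temperature, then incubated with compound for 15 min. After 400 uM selenite was added, NADPH fluorescence (Ex 340/Em 450 nm) was followed for 8 min.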
# TRHR agonist – qHTS for Small Molecule Agonists and Allosteric Enhancers of Human TRH Receptor: Primary Screen for Agonists | Thyrotropin-releasing hormone receptor (Homo sapiens), P34981 | TRHR cells, calcium flux fluo-8, FDSS agonist mode | activation, % at 2 µM | 360,000 compounds, 0.18% hits | AID 493084, 2011; in the data active = activation above about 30%; also: 0% is about no effect
#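 Steps: seed TRHR cells overnight; add fluo-8 no-wash Ca dye, RT 30 min–1.5 h; record 10 s baseline; pin-transfer compounds; monitor fluorescence 1 cycle/s for the agonist window. Calcium increases flag candidate agonists.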
# Active calls of the source: *; ? = inconclusive; · = not tested or not shown; [ ] = another dose, or the depositor's remark. These rows are one share of the data (hit frequency here may not be typical).
SMILES,TRHR enhancer,Pin1 inh,TrxR1 inh,TRHR agonist
c1nc(NCCc2cnc[nH]2)c2ccc(-c3ccc4c(c3)OCO4)cc2n1,·,6.3%,·,·
O=[S+]1([O-])N=C(Oc2cccnc2)c2ccccc21,·,2.1%,·,·
COc1ccc(-c2ccc3ncnc(NCc4nc(C)cs4)c3c2)cc1OC,·,-2.9%,·,·
Cc1csc(CNc2ncnc3ccc(-c4ccc5c(c4)OCO5)cc23)n1,·,21.9%,·,·
O=C1c2ccccc2C(=O)N1c1cc(=O)c2ccccc2[nH]1,·,-4.5%,·,·
NC(=O)C1CCN(c2ncnc(-c3ccc4c(c3)OCCCO4)n2)CC1,·,0.8%,·,·
COc1ccc(C2c3c(N)nc(Cc4ccccc4)nc3Oc3ccc4ccccc4c32)cc1OC (stereo not given),·,?,·,·
O=C1CCc2cc(S(=O)(=O)Nc3cccc(F)c3)ccc2N1,·,4.7%,·,·
O=C(C1CCN(c2nc(-c3ccc(Br)cc3)cs2)CC1)N1CCNCC1,·,1.2%,·,·
COc1cc(F)c(S(=O)(=O)N2CCCN(S(=O)(=O)c3cccc(NC(C)=O)c3)CC2)c(F)c1,·,1.0%,·,·
c1nc(NCc2ccoc2)c2cc(-c3ccc4c(c3)OCO4)ccc2n1,·,12.8%,·,·
CC(=O)Nc1sc2c(c1-c1nc3ccccc3s1)CCN(C(C)C)CC2,·,?,·,·
NC(=O)C1CCN(c2ncc(-c3ccc4c(c3)OCCCO4)s2)CC1,·,-5.6%,·,·
COc1cccc(C2c3c(ncn(-c4cccc(Cl)c4)c3=N)Oc3ccc4ccccc4c32)c1 (stereo not given),·,40.1%[activator],·,·
Oc1ccc(-c2ccccc2F)c2cccnc12,·,-9.5%,·,·
CSc1cc2c(s1)c1cnn(Cc3cccc(N)c3)c(=O)c1n2C,·,?,·,·
O=C(OCC#CCSc1nnc(-c2cccc3ccccc23)o1)c1ccc(F)cc1F,·,0.7%,·,·
NC(CCC(=O)NCS(=O)(=O)O)C(=O)O (stereo not given),·,·,-4.9%,·
Cc1ccc(OCC(O)C(C)NC(C)C)c2c1CCC2 (stereo not given),·,·,-2.6%,·
CC[C@H](C)C(=O)O[C@H]1CCC=C2C=C[C@H](C)[C@H](CC[C@@H]3C[C@H](O)CC(=O)O3)C21 (stereo not given in full),·,·,-7.7%,·
Nc1ncnc2c1ncn2[C@@H]1O[C@H](C(=O)NC2CC2)[C@H](O)[C@H]1O,·,·,6.8%,·
CC(=O)NCCc1ccc(O)c(O)c1,·,·,?,·
CC#C[C@]1(O)CC[C@H]2C3CCC4=CC(=O)CCC4=C3[C@@H](c3ccc(N(C)C)cc3)C[C@@]21C (stereo not given in full),·,·,-11.7%,·
CN1C(=O)CCC1c1cccnc1 (stereo not given),·,·,1.5%,·
C[C@H]1CC2[C@@H]3CCC4=CC(=O)C=C[C@]4(C)[C@@]3(Cl)[C@@H](O)C[C@]2(C)[C@@]1(O)C(=O)CO (stereo not given in full),·,·,4.8%,·
OC[C@H]1O[C@@H](n2cnc3c(N[C@H]4CC5CCC4C5)ncnc32)[C@H](O)[C@@H]1O (stereo not given in full),·,·,5.5%,·
Cn1cnc2c(NC3CCCC3)ncnc21,·,·,2.3%,·
O=C(Cc1ccc(Cl)c(Cl)c1)OCCN1CCCC1,·,·,11.8%,·
CCn1c(=O)c2[nH]c(-c3ccccc3)nc2n(CC)c1=O,·,·,68.7%[activator][57.1 µM],·
CN(CCOc1ccc(C[C@H](Nc2ccccc2C(=O)c2ccccc2)C(=O)O)cc1)c1ccccn1,·,·,-7.1%,·
COc1cc2c(cc1OC)C(c1ccccc1)CN(C)CC2 (stereo not given),·,·,-1.8%,·
C[C@@H](Oc1ccc(Oc2cnc3ccc(Cl)cc3n2)cc1)C(=O)O,·,·,-2.1%,·
COC(=O)C1=C(C)OC(N)=C(C#N)C1c1cc2cccc(C)c2nc1Cl (stereo not given),5.2,·,·,0.1
O=C1Nc2cc(C(=O)N3CCN(c4ccccc4F)CC3)ccc2NC1CSCc1ccccc1F (stereo not given),0.1,·,·,1.4
CCOC(=O)C1=C(C)N=c2s/c(=C/c3cccc(OCC(=O)O)c3)c(=O)n2C1c1ccc(F)cc1 (stereo not given),-3.6,·,·,0.5
Cc1ccc(-c2nnc(CSc3nnc4c5c(C)c(C)sc5nc(C(C)C)n34)o2)cc1,0.1,·,·,-0.1
O=C1C2=C(C(=O)c3ccccc31)C1O[C@](c3ccsc3)(Cc3ccccc31)O2,-3.8,·,·,-0.2
CC(C)c1cccc(C(C)C)c1NC(=O)c1ccc(OCC(=O)NCc2ccccc2)cc1,21.2,·,·,-1.1
CC(NC(=O)CCN1N=C(c2ccccc2)CCC1=O)c1ccc2c(c1)OCCO2 (stereo not given),0.7,·,·,0.2
COC(=O)CCCC[C@H]1SC[C@H]2NC(=O)N[C@]21O,1.0,·,·,0.2
Cn1c2ccccc2c2nnc(SCN3C(=O)c4ccccc4C3=O)nc21,2.4,·,·,-0.2
CC1(C)CC2(CC(c3ccccc3)Oc3cc(O)ccc32)NC(=O)N1 (stereo not given),12.9,·,·,1.7
CN1CCN(CC(=O)Nc2ccc(OCc3ccccc3)cc2)CC1,-4.6,·,·,-0.6
COCc1cc(C)nc(N/N=C/c2ccc(-c3cc(C(=O)O)ccc3Cl)o2)c1C#N,17.8,·,·,0.1
O=C(Nc1cccnc1Cl)c1cccc(F)c1,29.5,·,·,0.7
Cc1ccc(OCCn2cnc3sc(C(N)=O)c(C)c3c2=O)cc1,3.8,·,·,-0.3
CCC(=O)NC(c1cccs1)c1cc([N+](=O)[O-])c2cccnc2c1OC (stereo not given),7.9,·,·,-0.6
O=C1N=C2N(CCN3CCCCC3)c3ccccc3N2/C1=C\c1ccc([N+](=O)[O-])o1,-3.7,·,·,0.4
c1ccc2oc(-c3ccc(Nc4nc(N5CCCC5)nc(N5CCOCC5)n4)cc3)nc2c1,2.6,·,·,-2.9
O=[N+]([O-])c1cccc(-c2nc(N3CCOCC3)c3ccccc3n2)c1,2.8,·,·,0.4
O=C(N=C1c2ccccc2CN1c1ccc(F)c(Cl)c1)c1cccnc1Cl,-0.7,·,·,0.2
CCCC[C@]12Cc3cc(C#N)ccc3C(O1)c1c(cc(-c3ccccc3)oc1=O)O2,-1.5,·,·,0.5
CCOC(=O)COn1c(=O)c(-c2ccc(OC)c(OC)c2)[n+]([O-])c2ccccc21,0.6,·,·,-0.7
CC(C)COc1ncnc2c1sc1nc3c(cc12)COC(C)(C)C3,-4.1,·,·,-1.3
COC(=O)C/C=C/[C@@H](C)[C@@H](/C=N/OC[C@@H](C)[C@H](OCc1ccccc1)C(C)C)NS(=O)(=O)c1ccc(C)cc1,-2.4,·,·,1.0
Cc1cc2c(s1)c(C#N)c(C(=O)NCc1ccccc1F)n2C,-5.0,·,·,0.3
O=c1oc2ccc(F)cc2c2c1C1O[C@](c3ccsc3)(Cc3c1ccc1ccccc31)O2,9.9,·,·,0.4
CCCCN(CCCC)CCNC(=O)Cc1nc2c(c(=O)[nH]c(=O)n2C)n1C,-1.3,·,·,0.4
CSc1nc(NCc2ccco2)c2c3c(sc2n1)CN(C)CC3,6.6,·,·,0.2
CC(C)(C)[C@H](NC(=O)c1ccc(N)c(Cl)c1)C(=O)N1CCC[C@H]1C(=O)N[C@H](C#N)Cc1nn[nH]n1,-6.1,·,·,0.6
# The results go on.
SMILES,TRHR enhancer,Pin1 inh,TrxR1 inh,TRHR agonist
Cc1cccc(NC(=O)C2C3C=CC(O3)C2C(=O)O)c1 (stereo not given),-10.3,·,·,0.1
CCOC(=O)N1CCc2c(sc(NC(=O)c3ccc(Cl)s3)c2C(N)=O)C1,-2.4,·,·,1.7
COc1ccc(N2CCN(C(=O)c3ccc4c(c3)NC(=O)C(CSCc3cccc(F)c3)N4)CC2)cc1 (stereo not given),-5.6,·,·,0.1
Cc1cc2c(c(=O)n1Cc1ccccc1)C1O[C@](CCCCN3C(=O)c4ccccc4C3=O)(Cc3ccccc31)O2,1.7,·,·,1.3
COc1cccc(Cn2ncc3c4sc(Br)cc4n(C)c3c2=O)c1,8.9,·,·,0.3
COC(=O)C1=C(C)N(Cc2ccccc2)C(=NCC(C)C)N[C@H]1c1ccc(Br)cc1,-8.9,·,·,-0.2
O=[N+]([O-])/C(C(Cl)=C(Cl)Cl)=C(\Nc1ccc(F)cc1)n1cncn1,-4.3,·,·,0.5
COc1ccccc1-n1cnnc1SCC(=O)Nc1cccc(S(=O)(=O)N2CCCCC2)c1,10.0,·,·,-1.4
CCCSc1nnc2n(Cc3ccccc3)c(=O)c3c4c(sc3n12)CCC4,-7.4,·,·,0.2
COC(=O)c1c(NC(=O)c2nc3ncccn3n2)sc(C(=O)N(C)C)c1C,1.2,·,·,0.9
CC(C)CC(=O)Nc1cccc(C(C)O)c1 (stereo not given),-0.3,·,·,0.0
O=C(O)c1ccnc2c(O)cccc12,-0.5,·,·,-0.2

# In the list so far, these have an aryl methoxy group.
SMILES,TRHR enhancer,Pin1 inh,TrxR1 inh,TRHR agonist
COc1ccc(-c2ccc3ncnc(NCc4nc(C)cs4)c3c2)cc1OC,·,-2.9%,·,·
COc1ccc(C2c3c(N)nc(Cc4ccccc4)nc3Oc3ccc4ccccc4c32)cc1OC (stereo not given),·,?,·,·
COc1cc(F)c(S(=O)(=O)N2CCCN(S(=O)(=O)c3cccc(NC(C)=O)c3)CC2)c(F)c1,·,1.0%,·,·
COc1cccc(C2c3c(ncn(-c4cccc(Cl)c4)c3=N)Oc3ccc4ccccc4c32)c1 (stereo not given),·,40.1%[activator],·,·
COc1cc2c(cc1OC)C(c1ccccc1)CN(C)CC2 (stereo not given),·,·,-1.8%,·
CCC(=O)NC(c1cccs1)c1cc([N+](=O)[O-])c2cccnc2c1OC (stereo not given),7.9,·,·,-0.6
CCOC(=O)COn1c(=O)c(-c2ccc(OC)c(OC)c2)[n+]([O-])c2ccccc21,0.6,·,·,-0.7
COc1ccc(N2CCN(C(=O)c3ccc4c(c3)NC(=O)C(CSCc3cccc(F)c3)N4)CC2)cc1 (stereo not given),-5.6,·,·,0.1
COc1cccc(Cn2ncc3c4sc(Br)cc4n(C)c3c2=O)c1,8.9,·,·,0.3
COc1ccccc1-n1cnnc1SCC(=O)Nc1cccc(S(=O)(=O)N2CCCCC2)c1,10.0,·,·,-1.4

# The results go on:
SMILES,TRHR enhancer,Pin1 inh,TrxR1 inh,TRHR agonist
Cc1csc(CNc2ncnc3ccc(-c4ccco4)cc23)c1,-7.5,·,·,0.0
CCCCC1CCC(C(=O)NCC(c2ccco2)N2CCOCC2)CC1 (stereo not given),-5.5,·,·,-1.6
CCCN1CCC(N2CCN(c3ccccc3OC)CC2)CC1,2.8,·,·,0.3
Cc1ccc(-n2c(-c3cn(C)nc3C)n[nH]c2=S)cc1,-0.1,·,·,-0.2
N#Cc1ccc2c(c1)C[C@]1(CCCCN3C(=O)c4ccccc4C3=O)Oc3cc(-c4ccccc4)oc(=O)c3[C@H]2O1,-2.8,·,·,0.5
O=C(CNc1ccc2c(c1)OCO2)N/N=C\c1cn(Cc2ccc(F)cc2)c2ccccc12,3.2,·,·,-1.9
O=C(N/N=C/c1cccc(Oc2ccccc2)c1)c1ccccc1F,-0.6,·,·,-1.4
O=C1c2ccccc2C(=O)N1CCCC[C@]12Cc3ccccc3C(O1)c1c(c3ccccc3oc1=O)O2,-9.8,·,·,-0.1
CCOC(=O)N1CCN(c2nc3c(c(=O)[nH]c(=O)n3C)n2Cc2ccccc2Cl)CC1,11.6,·,·,-0.2
COc1cc2c(cc1OC)C1OC(c3ccsc3)(C2)Oc2cc(C)oc(=O)c21 (stereo not given),-10.3,·,·,-1.0
CC(NC(=O)c1ccccc1)c1nc2ccccc2n1Cc1ccccc1F (stereo not given),7.5,·,·,-0.6

# Screening data as filed in PubChem BioAssay.
